High-throughput results (PubChem)
ARFGAP1 inhibitor: inhibits rat ARF GTPase activating protein 1; Q62848; Arfgap1-stimulated ARF1 GTP hydrolysis, GDP FP detection; inhibition, % at 16.5 µM; hit rate 0.26% among 360,000;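 active = inhibition above a per-plate limit, mean inhibition of low control wells plus 3 SD, cut at about 25% in these data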;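 also: 0% = DMSO wells with enzyme and 100% = wells lacking Arfgap1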
Target sequence (Q62848 1-136 limits assumed): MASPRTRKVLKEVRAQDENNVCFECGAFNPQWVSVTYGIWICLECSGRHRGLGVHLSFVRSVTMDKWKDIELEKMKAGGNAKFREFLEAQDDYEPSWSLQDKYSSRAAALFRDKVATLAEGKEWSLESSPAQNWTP
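material = rat Arfgap1 catalytic domain, aa 1-136 | also added = human ARF1(Δ1-17)-GTP substrate | compound dosing = one concentration, 16.5 µM, DMSO 1.26% | times = GTP hydrolysis reaction 2 h at 25 °C | measured by = FP, GDP Alexa 633 tracer displaced from anti-GDP antibody, 620/688 nm | evaluation = percent inhibition of Arfgap1-stimulated GTP hydrolysis | replication = single well per compound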
DDE Tn7 FP inh: DD(E)-Tn7 binding inhibition, primary FP screen. inhibition, % at 8.3 µM. hit rate 0.13% among 370,000. AID 720508. P02675. FP displacement of FITC-Tn7 peptide from fibrin DD(E); 0% = median of compound wells per plate;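 active = inhibition above the mean of compounds falling within the control limits plus 3 SD of them, cut at about 14% in these data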;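 also: 0% = plate median of compound wells and 100% = 10 µM Aha-Tn7 peptide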
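Assay system: Fibrin-DD(E) protein isolated from polymerized human fibrin clots; read-out basis: percent inhibition; medium: Tris/NaCl/CaCl2 buffer, pH 7.8; signal: FP measurement; incubation: 10 min plus 3 h, room temperature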
PLC-beta3 inh: inhibitors of human phospholipase C beta3; Q01970; AID 720704; Purified PLC-beta3, fluorogenic substrate, fluorescence; hit rate 0.18% among 370,000; inhibition, % at 12.2 µM; in the data active = inhibition above about 11%;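 also: 0% = median of compound wells on plate and 100% = full blocker control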
TDP2 absorb: blocks human TDP2 phosphodiesterase activity | O95551 | recombinant TDP2, T5PNP hydrolysis, p-nitrophenol absorbance 415 nm | inhibition, % at 12.8 µM | hit rate 0.34% among 370,000 | AID 720702;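 active = inhibition above the mean of all tested compounds plus 3 SD, set per campaign, cut at about 25% in these data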;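 also: 0% = DMSO with enzyme and 100% = buffer with substrate but no TDP2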
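Evaluation: % inhibition relative to enzyme-containing and enzyme-free wells. Material: recombinant human TDP2. Benchmarks: enzyme-free and DMSO wells. Timing: enzyme reaction with compound for 2 h at 37 °C. Compound dosing: 12.8 µM only. Measured by: p-Nitrophenol epi absorbance. Reagent: T5PNP substrate at 5 mM, a TopII-DNA adduct mimic. Replication: single well per compound.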
ADAM10 inh: inhibitors of human ADAM10; hit rate 0.62% among 370,000; recombinant ADAM10, EDANS/DABCYL FRET peptide cleavage, 3 h; AID 720582; inhibition, % at 7 µM;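 active = inhibition above a per-campaign cutoff equal to the mean of compounds falling between control-based bounds plus 3 SD, cut at about 20% in these data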;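 also: 0% = DMSO wells while the 100% control is not disclosed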
Tn6 DDE FP: inhibitors of Tn6 peptide binding to human fibrin DD(E). P02675. Fibrin DD(E) TRITC-Tn6 fluorescence polarization displacement. inhibition, % at 8.3 µM. hit rate 0.21% among 370,000. AID 720509;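 active = inhibition above a per-campaign cutoff: mean of compounds within control limits plus 3 SD, cut at about 15% in these data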;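 also: 0% = median of all compound wells on the plate and 100% = blocking peptide control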
ADAM17 inh: inhibitors of human ADAM17; P78536; recombinant ADAM17, EDANS/DABCYL FRET peptide cleavage; inhibition, % at 6.95 µM; hit rate 0.83% among 370,000;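 active = inhibition above the mean of compounds lying between control limits plus 3 SD, set per campaign, cut at about 8.5% in these data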;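 also: 0% = DMSO-only wells as the low control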
Target sequence (P78536 215-824 limits assumed): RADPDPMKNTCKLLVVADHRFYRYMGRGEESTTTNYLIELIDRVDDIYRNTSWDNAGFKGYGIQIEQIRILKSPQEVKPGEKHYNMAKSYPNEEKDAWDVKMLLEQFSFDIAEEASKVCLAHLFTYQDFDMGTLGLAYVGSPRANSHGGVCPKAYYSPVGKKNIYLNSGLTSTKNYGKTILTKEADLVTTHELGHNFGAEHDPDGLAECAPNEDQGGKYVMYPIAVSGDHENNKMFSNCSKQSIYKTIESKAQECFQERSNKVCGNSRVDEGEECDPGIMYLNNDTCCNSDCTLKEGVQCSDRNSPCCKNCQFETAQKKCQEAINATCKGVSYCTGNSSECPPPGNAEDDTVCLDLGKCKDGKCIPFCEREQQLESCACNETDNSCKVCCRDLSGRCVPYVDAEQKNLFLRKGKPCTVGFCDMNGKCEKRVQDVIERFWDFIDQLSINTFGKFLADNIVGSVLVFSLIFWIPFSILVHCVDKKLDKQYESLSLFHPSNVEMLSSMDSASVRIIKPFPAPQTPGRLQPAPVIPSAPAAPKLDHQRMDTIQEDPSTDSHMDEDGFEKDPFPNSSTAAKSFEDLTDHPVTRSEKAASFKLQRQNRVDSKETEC
PLCg1 inh: PLC-gamma1 (human) inhibition, primary screen. P19174. purified PLC-gamma1, fluorogenic substrate, fluorescence. inhibition, % at 12.2 µM. hit rate 0.84% among 370,000. AID 720700; in the data active = inhibition above about 9.5%
SIAE inh: blocks human sialic acid acetylesterase; Q9HAT2; SIAE FP-Rh probe binding, fluorescence polarization; inhibition, % at 9.66 µM; hit rate 0.69% among 370,000; AID 1053197;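 active = inhibition above a cutoff: mean of compounds within the control limits plus 3 SD of those, cut at about 17% in these data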;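 also: 0% = plate median of compound wells and 100% = probe without SIAE protein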
ASAP1 inh: inhibitors of human ASAP1 ArfGAP activity | Q9ULH1 | ASAP1-stimulated ARF1 GTP hydrolysis, GDP FP detection | inhibition, % at 16.5 µM | hit rate 0.19% among 360,000; in the data active = inhibition above about 25%;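 also: 0% = vehicle with enzyme and substrate and 100% = no enzyme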
An asterisk follows results filed as active.

SMILES | ARFGAP1 inhibitor | DDE Tn7 FP inh | PLC-beta3 inh | TDP2 absorb | ADAM10 inh | Tn6 DDE FP | ADAM17 inh | PLCg1 inh | SIAE inh | ASAP1 inh
CC(=O)Oc1ccc(C2=Cc3ccc(OC(C)=O)cc3OC2C)cc1 (stereo not drawn) | -6.5 | -6.8 | -61.3 | 0.2 | -58.0 | 7.6 | -19.1 | -46.5 | -3.2 | 1.9
COc1ccc(CNc2ncccn2)cc1OC | 5.3 | -1.7 | 3.5 | 1.8 | 10.1 | -5.5 | -0.3 | 4.0 | 5.9 | 5.7
NC(=O)C1CCN(c2nc(-c3cccnc3)cs2)CC1 | 14.2 | 5.8 | -198.8 | 3.2 | -122.3 | 1.2 | -38.2 | -143.0 | -7.5 | -1.1
O=C(Nc1ccccc1-c1ccccc1)NC1CC2CCCC(C1)N2CCc1ccccc1 (stereo not drawn) | 3.2 | -0.3 | 0.3 | 0.6 | -8.1 | -6.7 | -3.5 | 1.9 | 4.7 | -8.8
CCN1CCC(NC(=O)Nc2cccc(C(F)(F)F)c2)CC1 | -2.4 | -5.6 | 1.9 | -18.3 | 5.2 | -6.1 | -0.2 | 4.7 | -3.8 | 7.9
COc1ccc(C(=O)NNC2=CC(=O)CC(C)(C)C2)cc1 | -11.7 | 3.4 | -26.8 | -15.8 | -24.9 | 0.3 | -6.6 | -25.4 | 4.4 | 7.0
Cn1c(CS(=O)Cc2c(Cl)cccc2Cl)nnc1SCc1c(Cl)cccc1Cl (stereo not drawn) | 8.0 | 5.6 | 1.3 | -0.3 | -0.9 | 10.0 | -5.8 | -0.2 | 7.6 | 2.1
C/C(=N\OC(=O)Nc1ccccc1)c1cnn(-c2cc(C(F)(F)F)cc(C)n2)c1C | 3.8 | -3.2 | -7.7 | 8.3 | -5.3 | -1.0 | -4.1 | 2.3 | -7.0 | 3.6
O=C(Nc1cccc(C(=O)N2CCOCC2)c1)c1ccccc1Cl | -3.8 | 5.9 | -6.2 | -3.5 | -16.6 | 1.4 | -1.5 | -2.9 | -3.5 | 0.8
CCNc1nc(NC(C)CC)nc(ON=C(C)C)n1 (stereo not drawn) | -4.5 | -4.0 | -0.7 | 3.9 | -2.1 | 6.8 | -0.2 | -0.8 | 0.2 | 9.0
Cc1c(Cl)c(C(F)(F)F)nn1CC(=O)NCc1ccccc1 | 0.7 | 1.2 | -0.1 | 7.0 | 5.2 | -5.2 | 4.7 | 2.6 | 0.0 | 2.8
CCOC(=O)C(Cc1ccccc1)c1ccnc2ncnn12 (stereo not drawn) | -6.2 | -3.4 | -8.4 | -4.2 | -1.8 | -2.9 | 0.0 | 7.0 | -4.2 | 4.6
COC(=O)[C@]12CCCCC=C1N(Cc1ccc(Cl)cc1Cl)C(=O)[C@H](CC(=O)N1CCSCC1)C2 | 5.4 | 6.7 | 4.6 | -1.1 | 12.7 | 12.0 | 3.3 | 0.7 | -7.5 | -11.6
CCOC(=O)N1CCN(C(=O)CSc2nnc(CNC(=O)c3ccccc3F)o2)CC1 | -13.0 | -2.1 | -2.3 | -10.6 | 8.8 | -1.2 | 3.5 | 9.1 | 6.9 | 1.5
COCCOC(=O)c1c(C)n(C)c2ccc(OC(=O)N3CCOCC3)cc12 | -6.1 | 5.5 | 1.1 | -2.9 | 3.6 | -6.4 | -0.5 | -0.1 | 6.9 | 3.4
C=CCNC(=O)CCCOc1cccc(C)c1 | 12.6 | 5.0 | 1.0 | -3.3 | 0.6 | 8.0 | -2.7 | -1.7 | 2.7 | 8.7
Cc1ccc(NC(=O)c2csc3c2CCCC3)cc1 | -2.6 | -6.0 | -6.2 | -10.4 | -4.4 | 2.0 | -2.8 | 1.8 | -10.7 | -4.7
C=CC[C@@H](CC(=O)N(CCO)Cc1ccccc1)C(=O)N[C@H](COC(=O)[C@@H](CC=C)CC(=O)OC(C)(C)C)Cc1c[nH]c2ccccc12 | 12.1 | -11.8 | 8.6 | -12.3 | 24.7* | -0.1 | 13.5* | 9.6* | -1.6 | 17.8
O=[N+]([O-])c1ccc(C=NN2CCNC2=S)o1 | -15.8 | -1.5 | 2.4 | -4.3 | -3.5 | -1.4 | -1.5 | -0.5 | 2.3 | 0.3
O=C(C1=C(O)C(=O)N(Cc2ccco2)C1c1cccs1)c1cccs1 (stereo not drawn) | -4.7 | 5.0 | -9.9 | 6.2 | 4.3 | 0.5 | -1.5 | -11.2 | -0.4 | 6.8
CN(Cc1cccc(F)c1)C(=O)c1ccccc1Sc1ccccc1C#N | -7.6 | 1.0 | -5.8 | 11.4 | 3.2 | 3.8 | -3.1 | 0.2 | 6.2 | -3.4
CCOc1ccccc1Nc1ncnc2ccc(Br)cc12 | 12.0 | -5.4 | -39.0 | 8.0 | -21.3 | 1.9 | -8.7 | -27.3 | -0.1 | 6.5
CCOC(=O)C(C)Sc1nc(-c2ccccc2)nc2ccccc12 (stereo not drawn) | 2.9 | -2.1 | -3.7 | 3.9 | -3.6 | 4.1 | -1.7 | -0.6 | -3.6 | -2.0
COc1cc(C(C)=O)ccc1OCC(O)Cn1nc(C)c(C(C)=O)c1C (stereo not drawn) | -4.6 | 4.1 | -6.9 | 0.0 | -6.2 | 0.6 | -2.9 | -2.0 | 0.4 | -7.1
O=C(COC(=O)Cc1ccccc1[N+](=O)[O-])NCc1ccc(Cl)cc1 | 6.3 | -3.2 | -14.7 | 8.2 | -7.8 | 6.1 | -0.2 | 0.8 | -7.0 | 15.9
NNC(=O)c1ccc2ccccc2n1 | -3.7 | -0.4 | -5.0 | 14.7 | -2.8 | 2.9 | -0.5 | -5.4 | -1.1 | 10.5
COc1ccc(C(CNC(=O)c2cccc(S(=O)(=O)Nc3ccccc3Cl)c2)N2CCOCC2)cc1 (stereo not drawn) | 27.0* | -10.3 | -225.8 | -11.7 | 7.1 | -1.3 | 7.5 | -193.2 | -49.2 | 26.3*
Cc1nn(CCc2nn[nH]n2)c2nc(-c3ccc(C4CCCCC4)cc3)cc(C(F)(F)F)c12 | 4.6 | -6.7 | -27.0 | 3.2 | -38.2 | 6.7 | -19.6 | -13.6 | -33.8 | -15.3
COc1cccc(NC(=O)C2(C)CCCN2C(=O)C(C)C)c1OC (stereo not drawn) | 13.8 | -3.6 | 4.2 | -1.8 | -0.9 | -6.1 | -1.3 | 0.7 | -1.2 | 13.5
CC(=O)Nc1ccc(NC(=O)C2CCCN2S(=O)(=O)c2cccc3nsnc23)cc1 (stereo not drawn) | 9.4 | -2.4 | 3.9 | -9.5 | -1.3 | 9.2 | 3.3 | -0.2 | 2.0 | 0.2
CC(Cc1cccs1)NC(=O)CCCn1nnnc1CN1CCOCC1 (stereo not drawn) | -4.8 | -0.7 | -3.5 | 7.2 | -7.1 | 2.3 | -0.4 | 2.1 | -2.5 | 0.6
C[C@@H]1CN([C@@H](C)CO)C(=O)CCCn2nncc2CO[C@H]1CN(C)S(=O)(=O)c1cn(C)cn1 | 0.8 | -3.9 | -2.0 | 6.6 | -5.2 | 0.2 | -3.9 | -1.6 | 5.0 | -4.9
O=Nc1onc(-c2ccc([N+](=O)[O-])cc2)c1NO | 1.0 | -5.5 | 3.4 | -14.8 | 5.4 | 4.2 | 3.7 | 6.5 | 9.3 | 3.6
Cc1cc(C)c(CC(=O)c2ccccc2)c(C)c1 | 10.9 | -3.9 | 4.7 | -11.7 | -2.6 | -2.3 | -0.7 | 2.9 | -3.7 | 11.6
Cc1cc([N+](=O)[O-])nn1CC(=O)Nc1ccccn1 | -7.8 | 0.5 | 3.6 | -3.4 | 12.7 | -0.7 | 1.9 | 3.8 | 4.1 | 9.8
CC(=O)N1CC(C)Sc2ccc(S(=O)(=O)NC3CCCCC3C)cc21 (stereo not drawn) | 8.7 | 6.0 | -3.0 | -5.8 | 1.4 | -2.0 | -1.4 | 2.2 | -2.4 | -9.0
O=C1C(=O)N(Cc2cccnc2)C(c2ccccn2)/C1=C(/O)c1ccc(Br)cc1 (stereo not drawn) | -5.1 | 0.7 | -3.8 | 0.5 | 0.8 | -3.1 | 0.0 | -2.2 | 0.6 | 1.6
COc1ccc2c(c1)C(C)=CC(C)(C)N2S(=O)(=O)c1ccc(Br)cc1 | 8.0 | -2.7 | 0.4 | 0.4 | 8.5 | 1.0 | 4.0 | -2.4 | -0.1 | 11.2
COc1ccc2cc(C)c3nnc(SCC(=O)Nc4nc(-c5ccccc5)cs4)n3c2c1 | 6.6 | 2.0 | 4.3 | -11.9 | 8.7 | 6.9 | 0.9 | 1.3 | 3.1 | -3.5
Cc1cccc(C)c1NC(=O)CN(C)C(=O)c1cccc(-n2cccc2)c1 | -10.5 | -1.3 | 1.4 | -1.6 | -0.9 | 2.0 | 0.2 | -4.1 | 5.6 | 5.7
Cc1ncc(N=Nc2ccccc2Cl)c(-c2ccccc2)n1 | -2.8 | 7.0 | -0.5 | 4.1 | 2.8 | -5.7 | -1.9 | 1.3 | -1.5 | 1.8
Cc1[nH]c(=O)[nH]c(=O)c1NS(=O)(=O)c1ccccc1 | 4.6 | -1.9 | -1.9 | -6.1 | -14.1 | 1.1 | 0.6 | 3.6 | 2.4 | -1.1
CC(C)COP(=O)(OCC(C)C)C(Nc1ccccc1)c1ccc(F)cc1 (stereo not drawn) | 7.2 | 4.3 | 4.8 | -2.6 | 15.3 | 5.9 | 2.8 | 3.1 | 1.3 | 3.1
O=C(N/C(=C/c1ccc(Cl)cc1)C(=O)N1CCCCC1)c1ccco1 | 16.5 | -4.0 | -11.6 | -4.9 | -6.3 | -0.6 | -2.2 | -2.5 | -0.2 | -0.4
CCOc1cc(N2CCOCC2)c(OCC)cc1NC(=O)C(C)(C)C | 8.1 | 0.0 | -0.1 | -4.0 | 11.5 | 1.7 | -2.0 | 5.5 | -2.1 | -7.6
CCn1c(=O)[nH]c(=O)c2c(N)c(C(=O)c3ccccc3OC)sc21 | 13.0 | 5.2 | -0.3 | -2.6 | -6.2 | 3.1 | -1.7 | -0.1 | -3.7 | -10.4

Not a hit list; 3.6% or so of the library scored in one or more.
